# miR122 inh = miR-122 Renilla sensor signal increase in Huh7, primary screen, miR-122 inhibitor project, cell-based, single point, plate reader; activation (reporter increase), % at 12.5 µM; AID 602342, 2012; hit rate 0.3% among 340,000; Huh7 miR-122 Renilla luciferase sensor, 48 h; neutral wells = 0, positive control = 100;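 active means mean replicate activation score at least 90 and every replicate individually at or above 90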;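 further: higher luciferase means less miR-122 activity so hits act as miR-122 inhibitors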
# Cneo AK release = Cryptococcus neoformans cell lysis inducers, primary screen, AK release luminescence, single concentration; AID 651654, 2012; C. neoformans lysis, adenylate kinase release luminescence, 4 h; normalised: neutral wells 0, clomiphene wells 100; lysis activity, % at 15 µM; hit rate 0.2% among 360,000;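 active means mean lysis activity across replicates of at least 80%, whatever share of replicates individually reach that level; inactive means mean lysis activity below 80%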
#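 Test system: log-phase Cryptococcus neoformans yeast cells; Quantity: yeast cell density of 5 × 10^6 cells/mL; Buffer or medium: YPD; Doses: single compound concentration per well; Timing: 4 h at 37 °C static, read 1 h later; Measured by: AK luminescence; Read-out basis: lysis from increased AK signal; Control set: Clomiphene as positive control.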
# esBAF inh = Bmi1 luciferase reporter increase in mESCs, primary screen, esBAF inhibitor project, mouse ES cells, Bmi1 luciferase knock-in, single point | 24 h; 100% = twice the neutral-well signal | reporter increase, % at 12.5 µM | hit rate 2% among 350,000; in the data active means activation above about 40%;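 further: 0% = median of the plate's neutral control wells and 100% = double that signal; a rise in the Bmi1 reporter signal indicates esBAF inhibition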
# C2C12 statin = suppressors of statin myotoxicity in C2C12 myotubes, primary screen, cell-based, single point, plate reader; C2C12 myotubes + simvastatin, ATP luminescence, 48 h; scaled: DMSO 0, geranylgeraniol control 100; rescue of ATP level, % at 7.49 µM; hit rate 0.78% among 330,000; AID 602340, 2012;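 active means mean ATP rescue above about 67%, or every replicate alone reaching that limit, limit read from the data, passing the limit was not always enough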;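 further: myotubes were challenged with 10 µM simvastatin during compound exposure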
# ERp5 inh = inhibitors of ERp5-driven insulin aggregation, primary screen, biochemical, turbidity, absorbance 650 nm, single point; AID 651711, 2012; inhibition, % at 9.99 µM; Protein disulfide-isomerase A6 (Homo sapiens), Q15084; hit rate 0.05% among 350,000; 90 min;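 active means mean replicate inhibition above about 25%, with every replicate also reaching it, limit read from the data, passing the limit was not always enough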
# Target sequence (Q15084 whole entry, looked up): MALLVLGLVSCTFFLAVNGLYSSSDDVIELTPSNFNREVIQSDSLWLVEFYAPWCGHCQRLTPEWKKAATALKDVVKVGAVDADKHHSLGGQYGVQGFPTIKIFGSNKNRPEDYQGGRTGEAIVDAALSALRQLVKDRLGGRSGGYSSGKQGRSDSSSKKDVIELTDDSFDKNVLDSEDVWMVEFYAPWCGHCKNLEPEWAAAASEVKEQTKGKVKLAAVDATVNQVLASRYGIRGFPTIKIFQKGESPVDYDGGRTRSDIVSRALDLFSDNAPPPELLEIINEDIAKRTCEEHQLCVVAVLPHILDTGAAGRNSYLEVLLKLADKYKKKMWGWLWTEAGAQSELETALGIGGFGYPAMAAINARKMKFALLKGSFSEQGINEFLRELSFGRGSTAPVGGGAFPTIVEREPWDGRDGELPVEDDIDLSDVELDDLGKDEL
# ARNT-TACC3 inh = disruptors of ARNT/TACC3 protein interaction, primary screen, biochemical, AlphaScreen, single concentration. hit rate 0.66% among 390,000. inhibition, % at 9.99 µM. AlphaScreen His-ARNT PAS-B/GST-TACC3 binding, luminescence; TACC3 fragment carries E629A point mutation. Transforming acidic coiled-coil-containing protein 3 (Homo sapiens), Q9Y6A5. AID 623870, 2012;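 active means mean inhibition of replicates at least 50% and at least half of replicates each reaching 50%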;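 further: 0% = complete ARNT plus TACC3 wells and 100% = ARNT alone without TACC3; many hits fall short of the cut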
# SIRT5 inh = SIRT5 desuccinylase inhibitors, primary screen, biochemical, fluorescence imaging, single point, set 5 | hit rate 1.1% among 330,000 | inhibition, % at 15 µM | Purified SirT5, succinyl-peptide AMC, trypsin-coupled fluorescence | NAD-dependent protein deacylase sirtuin-5, mitochondrial (Homo sapiens), Q9NXA8; in the data active means inhibition above about 15%
# Target sequence (Q9NXA8 whole entry, looked up): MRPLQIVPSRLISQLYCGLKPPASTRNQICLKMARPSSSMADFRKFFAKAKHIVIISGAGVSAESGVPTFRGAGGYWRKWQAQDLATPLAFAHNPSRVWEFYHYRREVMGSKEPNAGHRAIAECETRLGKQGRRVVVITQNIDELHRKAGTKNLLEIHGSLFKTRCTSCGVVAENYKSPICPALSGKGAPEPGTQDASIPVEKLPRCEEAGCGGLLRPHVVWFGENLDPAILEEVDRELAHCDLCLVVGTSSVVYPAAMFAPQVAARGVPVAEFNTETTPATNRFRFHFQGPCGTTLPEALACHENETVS
# Active calls of the source: *; . = not tested or not shown; [ ] = another dose, or the depositor's remark.
SMILES,miR122 inh,Cneo AK release,esBAF inh,C2C12 statin,ERp5 inh,ARNT-TACC3 inh,SIRT5 inh
CCOC(=O)C1=C(CC)Nc2ccccc2N=C1NC(=O)c1ccc(S(=O)(=O)N(C)C)cc1,-2,2,-5,7,.,22,.
COCc1nc2c([nH]1)c(=O)n(C)c(=O)n2CC(C)C,-1,-1,2,2,-6,2,-2
C[C@H](NC(=O)c1nc[nH]c1C(=O)N[C@@H](C)C(=O)OC(C)(C)C)C(=O)OCc1ccccc1,-9,-1,-7,11,1,4,3
O=C(CSc1ccc(Cl)cc1)NNC(=O)c1ccncc1,1,2,-8,12,0,-4,1
O=C(N/N=C\c1ccc(CN(Cc2ccc(Cl)cc2)S(=O)(=O)c2ccccc2)o1)C(=O)Nc1ccc(F)cc1,1,0,38,.,.,1,.
C[C@@H]1CN([C@H](C)CO)C(=O)c2cc(/C=C/c3ccccc3)cnc2O[C@@H]1CN(C)C(=O)c1ccncc1,0[16.7 µM],4,4,.,-6,-5,-18
N#Cc1nc(-c2ccccc2F)oc1NCCN1CCOCC1,-2,0,3,10,5,5,.
Cc1nc(NC(=O)CC(C)C)sc1-c1csc(Nc2ccc(Cl)cc2)n1,1,-1,-4,-41,1,0,.
Cc1ccc(C)c(OCc2cc(C(=O)NC(C)c3cnn(C)c3)no2)c1 (configuration not stated),2,-18,0,32,0,-4,-3
N#Cc1ccc(N2Cc3ccccc3C2=NC(=O)c2cccnc2Cl)cc1,-4,3,.,.,0,1,4
Cn1cccc1C1CCCN1CC(=O)Nc1ccc(C(N)=O)cc1 (configuration not stated),-8,3,-1,-3,-5,1,-3
Cc1cccc(N2C(=O)NC3(CCCCC3)C2=O)c1,-1,2,21,7,.,-6,.
CCCCN(C)C(=O)Cn1cnc2sc(C)cc2c1=O,-7,-2,-14,16,.,-8,.
CCC(=O)Nc1ccc2c(c1)C(=O)N(C)[C@@H]1CC[C@@H](CC(=O)N[C@H](C)c3ccccc3)O[C@@H]1CO2,15[16.7 µM],75,4,28,-1,-3,0
CCOc1ccc(-c2nc(C#N)c(N3CCCCCC3)o2)cc1,-1,0,-1,-9,6,35,.
COC(=O)c1ccc(CSc2nnc3nc(C)cc(C)n23)cc1,.,.,.,.,-5,0,-2
CCOc1ccc(S(=O)(=O)N(C)CC(=O)N2CCN(CC)CC2)cc1,.,0,-5,1,2,-3,-7
COc1ccc(Cl)cc1C(=O)Nc1cccnc1Cl,-6,1,23,9,2,-4,2
CCOc1ccc(S(=O)(=O)N2CCN(S(=O)(=O)c3ccc(C)c(C)c3)CC2)cc1,0,-2,-6,-17,2,0,-3
CC(C)(C)OC(=O)N1CCC(NC(=O)c2nc[nH]c2C(=O)N2CCN(c3ccccc3)CC2)CC1,-1,-2,-3,-7,3,4,1
COC(=O)c1ccc(NC(=S)N(Cc2cccnc2)Cc2ccco2)cc1,-1,-3,-8,5,4,-2,.
CC1=C(C(=O)N2CCOCC2)CC(CC(=O)NC2CCCCC2)C(=O)N1Cc1ccc(F)cc1 (configuration not stated),2,-5,1,0,-6,.,-1
O=C(NCc1ccccc1)c1cc(C2CCCN(S(=O)(=O)c3cccs3)C2)on1 (configuration not stated),7,3,-3,-3,1,.,6
O=c1[nH]nc(Cc2ccccc2)c2ccccc12,-3,-1,5,22,.,-7,.
COc1ccc(C=C(C(C)=O)C(C)=O)cc1OC,-4,2,2,11,.,-6,.
CC(Sc1nncs1)C(=O)Nc1ccc2c(c1)OCCO2 (configuration not stated),-10,1,12,-14,0,31,1
Cc1ccc([N+](=O)[O-])c2c1C(N1CCCC1)C(C)(C)O2 (configuration not stated),.,.,.,.,-2,-3,0
CCN(C[C@H]1[C@H](c2ccc(-c3ccccc3)cc2)[C@H](CO)N1C(C)=O)C(C)=O,-6[16.7 µM],9,-1,-7,-4,8,-2
Cc1onc(-c2c(F)cccc2Cl)c1C(=O)Nc1cccc2nsnc12,-8,1,-2,1,.,-7,.
CCCCn1cnc2cc(NCc3ccncc3)ccc21,6,-1,7,-43,-3,14,-1
O=C(N=C1SC2CS(=O)(=O)CC2N1c1ccc(Cl)cc1Cl)C1CCCO1 (configuration not stated),4,0,0,4,-5,25,0
CCOC(=O)c1ccccc1NS(=O)(=O)c1ccccc1,0,-2,5,4,.,18,.
O=C(NCC(=O)N(Cc1ccccc1)C(C(=O)NC1CCCC1)c1cccnc1)c1ccco1 (configuration not stated),-9,1,-15,10,.,0,.
Oc1ccccc1OCc1nc2ccccc2s1,-2,-6,41*,6,.,-2,.
COC(=O)CC1(C(=O)OC)Oc2ccccc2C(=O)N1c1ccc(F)cc1F (configuration not stated),.,.,.,.,-2,-11,0
COc1ccc(S(=O)(=O)N2CCOCC2)cc1NC(=O)c1c(C)noc1C,-3,-1,-1,20,3,.,.
O=C(CCCCCNC(=O)N1CCn2c1nc1ccccc12)N[C@H](C(=O)O)c1ccccc1,-6,-3,3,-2,4,16,.
O=C(C[C@@H]1C=C[C@@H](NC(=O)c2ccccc2)[C@H](CO)O1)Nc1ccc(-c2ccccc2)cc1,.,0,16,4,-1,16,1
CC(=O)N1CCN(C(=S)c2ccc(-c3ccc(Cl)cc3)o2)CC1,-3,-2,5,24,.,-1,.
Cc1ccc(NC(=O)C2(S(=O)(=O)c3ccc(Cl)cc3)CC2)cc1,6,-1,4,13,-1,-34,-4
Cc1cc(N(C)C)ccc1N=Nc1ccc(N)cc1,-13,0,.,.,4,8,0
O=C(CCc1ccccc1)NN1C(=O)C2C3C=CC(C3)C2C1=O (configuration not stated),.,.,.,.,7,0,-2
CCC(C)c1ccc(NC(=O)c2ccco2)cc1 (configuration not stated),3,-14,-63,-27,-4,1,.
Cc1ccc(-n2nc(C)c(=O)c(-c3ccccc3)c2NC(=O)C(C)C)cc1,0,-2,.,.,4,.,0
NC(=O)Nc1ccc(C(=O)OCC(=O)Nc2ccc(Cl)cn2)cc1,-12,4,-2,32,2,-6,2
O=C(NCCc1ccccc1F)c1[nH]c(C(F)(F)F)nc1-c1ccccc1,9,0,2,-3,3,.,-3
CCN(CC)CCNC(=O)CCN1N=C(c2ccccc2)CCC1=O,1,-1,-6,-3,5,-4,26*
O=C(C[C@@H]1C=C[C@@H](NC(=O)CN2CCOCC2)[C@@H](CO)O1)NCCc1ccccc1,.,8,-4,-5,7,.,-1
CCCc1cc(=O)oc2c(C)c(OCC(=O)N3C[C@H]4C[C@@H](C3)c3cccc(=O)n3C4)ccc12,-5,4,-7,1,-2,7,.
Cc1ccc(N(CC(=O)NCc2ccc(F)cc2)S(=O)(=O)c2c(C)n[nH]c2C)cc1,.,.,.,.,6,-4,0
CC(C)Cc1nnc(NC(=O)CCC(=O)NC2CCCc3ccccc32)s1 (configuration not stated),4,2,.,.,.,-19,.
CCNC(=S)N(CCc1c(C)[nH]c2ccc(C)cc12)Cc1cc(OC)c(OC)c(OC)c1,-2,0,6,-40,8,-2,-3
CS(=O)(=O)c1ccc(Cl)c(NC(=O)COC(=O)c2ncc(Cl)c(Cl)c2Cl)c1,-13,-1,.,-8,1,0,1
COCCn1c(SCC(=O)c2cccc(OC)c2)nnc1-c1ccco1,-2,1,-4,-5,.,.,.
COCCCN1C(=O)C(CC(=O)NC(c2ccccc2)c2ccccc2)CC(C(=O)N(C)C)=C1C (configuration not stated),-5,1,-5,8,4,.,-4
Cc1c(NS(=O)(=O)c2ccc3c(c2)CCN3C(=O)C2CC2)c(=O)n(-c2ccccc2)n1C,8,0,-3,1,.,-3,.
Cc1cc(-c2ccc(C)c(S(=O)(=O)Nc3cc(C)on3)c2)on1,-5,0,7,7,2,-5,-2
O=C(c1ccccc1)n1ccc2ccccc21,-7,1,35,-14,.,-8,.
O=C(NC(C(=O)N/N=C/c1ccccc1)c1n[nH]c(=O)c2ccccc12)c1ccccc1 (configuration not stated),-3,-2,16,.,.,0,.
Clc1ccc(Sc2ccccn2)cc1,-4,2,-7,13,-1,-8,1

# Following part
SMILES,miR122 inh,Cneo AK release,esBAF inh,C2C12 statin,ERp5 inh,ARNT-TACC3 inh,SIRT5 inh
O=C(c1ccc2nc(-c3ccco3)c(-c3ccco3)nc2c1)N1CCN(c2ccccc2)CC1,-1,-2,-8,-2,.,-1,.
COCC(=O)N1[C@H](CO)[C@@H](c2ccccc2)[C@@H]1CN(C)C(=O)c1ccccc1,18[16.7 µM],-4,-1,11,7,-1,1
COc1ccc(CN(C)C[C@@H]2Oc3ccc(NC(=O)C4CCCCC4)cc3CC(=O)N([C@@H](C)CO)C[C@H]2C)cc1,-5[16.7 µM],6,-7,21,4,-28,1
Cc1cccc(C(=O)Nc2c(C(=O)N(C)C)cnn2-c2ccccc2)c1,1,1,-4,0,4,0,-3
CC1CCN(c2ccc(NC(=O)c3ccc(Br)o3)cc2)CC1,5,-4,56*,0,-2,-4,0
O=C(/C=C/Nc1ccccc1)c1ccc(Cl)cc1Cl,.,-4,-29,22,-2,-36,-5
COCc1cn(CC[C@@H]2CC[C@@H](NC(=O)Nc3ccc(C(F)(F)F)cc3)[C@@H](CO)O2)nn1,.,4,0,3,-1,-1,1
COc1ccc(C=O)cc1COc1ccc([N+](=O)[O-])c(C)c1,-5,1,-4,-9,-2,-1,2
C[C@H](CO)N1C[C@H](C)[C@H](CN(C)Cc2cccc(F)c2)Oc2cc(-c3ccccc3)ccc2S1(=O)=O,2[16.7 µM],7,-7,-16,-4,-6,6
c1ccc(Oc2nc(N3CCOCC3)nc(N3CCOCC3)n2)cc1,-2,0,-4,-11,.,-2,.
Cc1cc(NC(=O)CSc2cn(CCNC(=O)c3ccc(F)cc3)c3ccccc23)no1,-1,0,.,.,.,-4,.
O=C(Nc1ccc(F)cc1)N1CCCC(c2nc3c(nnn3Cc3ccccc3Cl)c(=O)[nH]2)C1 (configuration not stated),.,.,0,-3,3,1,-1
COc1ccc([N+](=O)[O-])cc1-c1[nH]c(-c2ccc(C(=O)O)cc2)nc1-c1ccccc1,.,0,6,8,0,10,1
Cc1cc2c(c(=O)o1)C(C(C)C)C(C#N)=C(N)O2 (configuration not stated),-15,-1,-4,8,.,-5,.
Cc1cccc(OCc2nnc(SCCC(=O)O)n2-c2ccccc2)c1,3,4,0,-8,0,-5,1
Cc1ccc(-c2n[nH]c(=S)n2C)cc1Cl,-3,1,-1,4,0,-2,0
CO[C@@H]1CC[C@@H]2CCOc3c(C#N)cccc3C(=O)N(C)CC3(CCCCC3)CC(=O)N(C)C[C@H]1O2,.,19,8,-2,-2,-5,1

# Some entries already given, showing only esBAF inh, miR122 inh and ARNT-TACC3 inh.
canonical_smiles,esBAF inh,miR122 inh,ARNT-TACC3 inh
C[C@H](CO)N1C[C@H](C)[C@H](CN(C)Cc2cccc(F)c2)Oc2cc(-c3ccccc3)ccc2S1(=O)=O,-7,2[16.7 µM],-6
c1ccc(Oc2nc(N3CCOCC3)nc(N3CCOCC3)n2)cc1,-4,-2,-2

# Compound profiles (already shown):
# Results for COc1ccc([N+](=O)[O-])cc1-c1[nH]c(-c2ccc(C(=O)O)cc2)nc1-c1ccccc1 = miR122 inh: .; Cneo AK release: 0; esBAF inh: 6; C2C12 statin: 8; ERp5 inh: 0; ARNT-TACC3 inh: 10; SIRT5 inh: 1
# Results for Cc1cc(NC(=O)CSc2cn(CCNC(=O)c3ccc(F)cc3)c3ccccc23)no1 = miR122 inh: -1; Cneo AK release: 0; esBAF inh: .; C2C12 statin: .; ERp5 inh: .; ARNT-TACC3 inh: -4; SIRT5 inh: .
# Results for Cc1cccc(C(=O)Nc2c(C(=O)N(C)C)cnn2-c2ccccc2)c1 = miR122 inh: 1; Cneo AK release: 1; esBAF inh: -4; C2C12 statin: 0; ERp5 inh: 4; ARNT-TACC3 inh: 0; SIRT5 inh: -3

# Not a hit list; overall some 4% were active at least once.
